Bioassay records (PubChem BioAssay)
NadD block = inhibitors of S. aureus NadD, primary screen, biochemical, colorimetric, uHTS | inhibition, % at 20 µM | hit rate 0.78% among 360,000 | AID 602399, 2012 | purified NadD enzyme, colorimetric absorbance read-out; in the data active = inhibition above about 26%; also: some compounds past the cut are filed as inactive
Scp1 inh = Scp-1 phosphatase inhibitors, primary screen, biochemical, colorimetric, uHTS; Recombinant Scp1, phosphopeptide, malachite green phosphate absorbance; inhibition, % at 20 µM; hit rate 0.88% among 340,000; AID 493091, 2011;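 active = inhibition above about 50% at 20 µM, limit read from the data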;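 also: plate controls were DMSO wells with enzyme for no effect and wells lacking enzyme for full effect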
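Test system: SCP-1 phosphatase catalytic domain, residues 76-261 | Compound dosing: One concentration, 20 µM, with 1.0% DMSO | Schedule: 45 min room-temperature reaction, 5 min colour, 30 min stabiliser | Detection: Absorbance at 630 nm | Read-out basis: % inhibition of SCP-1 phosphate liberation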
SUMO1 PPI mod = modulators of SUMO1 protein-protein interactions, primary screen, biochemical, uHTS; hit rate 0.33% among 360,000; inhibition, % at 20 µM; Small ubiquitin-related modifier 1 (Homo sapiens), P63165; SUMO1 binding to a labelled peptide, TR-FRET, 1 h; AID 602429, 2012; in the data active = inhibition above about 37%
Target sequence (P63165 whole entry, looked up): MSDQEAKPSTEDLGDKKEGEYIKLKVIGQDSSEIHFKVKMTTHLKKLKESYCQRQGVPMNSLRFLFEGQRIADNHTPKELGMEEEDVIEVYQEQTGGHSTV
LMPTP block = LMPTP phosphatase inhibitors, primary screen, biochemical, fluorescence intensity, uHTS; Low molecular weight phosphotyrosine protein phosphatase (Homo sapiens), P24666; recombinant LMPTP-A, OMFP fluorogenic substrate; inhibition, % at 20 µM; hit rate 0.22% among 360,000;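 active = compounds that cut the enzyme signal by at least half of the control window in the single-dose screen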;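 also: plate controls were DMSO wells with enzyme plus substrate for no effect and substrate without enzyme for full effect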
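Test system: LMPTP-A, protein tyrosine phosphatase of low molecular weight; Input: 0.625 nM enzyme; Incubation: 50 min dark incubation at room temperature; Signal: endpoint fluorescence intensity from OMFP dephosphorylation; Read-out basis: % inhibition versus control wells.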
PABP1 MLLE inh = inhibitors of PABP1 MLLE–PAM2 peptide binding, primary screen, biochemical, fluorescence polarization, FITC-PAM2, GST-MLLE; Polyadenylate-binding protein 1 (Homo sapiens), P11940; inhibition, % at 20 µM; hit rate 0.36% among 360,000; AID 588489, 2011; in the data active = inhibition above about 35%, passing the limit was not always enough;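 also: plate controls were DMSO wells with GST-MLLE for no effect and wells lacking GST-MLLE protein for full effect; some results filed as inactive read as strong as hits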
Tb MetRS inh = T. brucei MetRS inhibitors, primary screen, biochemical, luminescence. hit rate 0.4% among 360,000. inhibition, % at 11.9 µM. purified T. brucei MetRS, ATP depletion, Kinase-Glo luminescence. methionyl-tRNA synthetase (Trypanosoma brucei brucei);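 active = inhibition above a per-plate cutoff of the control wells' mean inhibition plus 3 SD, cut at about 5.5% in these data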;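 also: 0% = DMSO wells median and 100% = median of wells with control inhibitor compound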
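Material: T. brucei methionyl-tRNA synthetase, purified; reagent: substrates ATP, L-methionine and bulk Escherichia coli tRNA; dosing: 11.9 µM single point; timing: 15 min plus 2 h at 25 °C; detection: luminescence of leftover ATP; evaluation: % inhibition; control set: DMSO-only wells as low control; replicates: singlicate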
DNMT1 block = human DNMT1 methyltransferase inhibitors, primary screen, biochemical, molecular beacon, fluorescence, HinP1I cleavage, uHTS; hit rate 0.83% among 360,000; inhibition (reported as % activation of signal), % at 10 µM; DNA (cytosine-5)-methyltransferase 1 (Homo sapiens), P26358; AID 588458, 2011; in the data active = inhibition above about 50%
Rpn11 inh = Rpn11 (PSMD14) deubiquitinase inhibitors, primary screen, biochemical, fluorescence polarization, uHTS; 26S proteasome non-ATPase regulatory subunit 14 (Homo sapiens), O00487; human 26S proteasome, Ub4-pepOG fluorescence polarization; 20S core pre-blocked with epoxomicin; calls only at 20 µM; hit rate 0.59% among 360,000; AID 588493, 2011;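 active = inhibition at 20 µM, scaled to each plate's controls, above about 33%, limit read from the data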
STEP block = STEP phosphatase inhibitors, primary screen, biochemical, fluorescence intensity, uHTS; Tyrosine-protein phosphatase non-receptor type 5 (Homo sapiens), P54829; recombinant STEP, OMFP fluorogenic substrate; inhibition, % at 20 µM; hit rate 0.25% among 360,000; AID 588621, 2011;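 active = inhibition at 20 µM, scaled per plate between control wells, above about 37%, limit read from the data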;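 also: 0% = DMSO with enzyme and substrate and 100% = substrate only without enzyme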
Target sequence (P54829 whole entry, looked up): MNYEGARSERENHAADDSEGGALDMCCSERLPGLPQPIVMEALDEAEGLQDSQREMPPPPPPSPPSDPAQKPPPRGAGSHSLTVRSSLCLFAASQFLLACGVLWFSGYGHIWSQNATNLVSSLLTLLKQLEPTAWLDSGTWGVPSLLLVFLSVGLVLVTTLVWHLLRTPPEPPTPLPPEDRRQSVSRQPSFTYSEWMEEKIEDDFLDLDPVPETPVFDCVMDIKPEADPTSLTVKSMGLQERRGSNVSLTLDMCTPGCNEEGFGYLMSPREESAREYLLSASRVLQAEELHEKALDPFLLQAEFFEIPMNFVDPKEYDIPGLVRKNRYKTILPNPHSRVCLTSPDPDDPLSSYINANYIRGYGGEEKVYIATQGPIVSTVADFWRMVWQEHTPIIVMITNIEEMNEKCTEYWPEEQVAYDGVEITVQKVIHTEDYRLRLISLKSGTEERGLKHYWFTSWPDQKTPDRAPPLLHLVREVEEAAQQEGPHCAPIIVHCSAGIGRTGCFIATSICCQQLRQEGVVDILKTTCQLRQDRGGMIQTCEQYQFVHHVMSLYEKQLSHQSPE
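Also added – OMFP at 25 µM · Test system – STEP tyrosine phosphatase · Technique – FITC-channel fluorescence of OMFP product · Schedule – 20 min at room temperature, dark · Evaluation – control-normalized % inhibition with plate pattern correction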
CSN deneddyl inh = inhibitors of CSN-mediated cullin deneddylation, primary screen, biochemical, fluorescence polarization, uHTS | hit rate 0.38% among 360,000 | AID 651999, 2013 | Purified CSN, SCF-Nedd8-OG deneddylation | inhibition, % at 12.5 µM;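 active = pattern-corrected inhibition above about 35%, with an unprinted fluorescence ratio check between 0.5 and 1.5, limit read from the data, passing the limit was not always enough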;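 also: 0% = enzyme with substrate and 100% = substrate without enzyme; some results filed as inactive read as strong as hits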
Target sequence (Q92905 whole entry, looked up, one chain of several): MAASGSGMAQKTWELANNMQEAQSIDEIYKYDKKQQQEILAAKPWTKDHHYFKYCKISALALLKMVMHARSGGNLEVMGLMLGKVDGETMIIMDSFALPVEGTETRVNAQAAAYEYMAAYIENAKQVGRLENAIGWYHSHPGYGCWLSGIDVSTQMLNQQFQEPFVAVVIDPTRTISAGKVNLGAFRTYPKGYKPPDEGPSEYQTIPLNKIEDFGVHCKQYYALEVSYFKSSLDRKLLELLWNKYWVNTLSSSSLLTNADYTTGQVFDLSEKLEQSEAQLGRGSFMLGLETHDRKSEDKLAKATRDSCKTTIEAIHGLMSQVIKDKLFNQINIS
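assay system = purified human Csn5 enzyme expressed in HEK293T cells | amount = 0.24 nM enzyme | buffer or medium = Tris/NaCl/DTT buffer, pH 7.5 | reagent = 10 nM SCFSkp2-Nedd8OG | compound = one concentration, 12.5 µM, 0.25% DMSO | times = 90 min reaction at room temperature | signal = FP | read-out basis = % inhibition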
* = called active by the depositor; i = inactive; . = not tested or not shown.

SMILES	NadD block	Scp1 inh	SUMO1 PPI mod	LMPTP block	PABP1 MLLE inh	Tb MetRS inh	DNMT1 block	Rpn11 inh	STEP block	CSN deneddyl inh
CN(C)c1ccc(N=Cc2nc(-c3ccccc3)oc2OC(=O)c2cccc(Cl)c2)cc1	-1	3	0	1.2	-64	-0.7	5	.	0	6
COc1ccc(C(=O)N2CCN(c3ccc([N+](=O)[O-])c(NCCc4ccc(OC)c(OC)c4)c3)CC2)cc1	-3	-13	-17	8.2	4	-0.6	-5	i	4	5
O=C1CCC(C(=O)Nc2cccc(S(=O)(=O)N3CCOCC3)c2)N1 (stereo not drawn)	-10	4	1	-2.0	6	0.4	1	i	-2	0
Cc1ccc2ncc(S(=O)(=O)c3ccccc3)c(N3CCCCC3C)c2c1 (stereo not drawn)	-1	3	2	4.7	8	-0.2	1	i	0	3
CCCCC(=O)Nc1ccc2c(c1)nc1n2CCN(CCOC)C1	0	-19	-3	-1.1	-25	0.2	-8	i	-1	4
C#CCn1cc(/C=N/NC(=O)c2cc3ccccc3o2)c2ccccc21	1	1	-3	1.7	-18	-0.6	-14	i	0	3
Cn1cc(Cl)c(C(=O)NNC(=S)Nc2cccc(Cl)c2)n1	3	-8	3	-2.3	3	-0.5	1	i	2	3
COc1ccc2c(c1)[C@H]1[C@H](CO2)[C@H](c2ccccc2)[C@]2(C)C(=O)Nc3cc(Cl)ccc3C(=O)N12	4	-17	-24	2.8	9	0.4	-9	i	-1	-1
CCN(C(=O)CSc1ncn[nH]1)c1cccc2ccccc12	1	6	-2	-4.3	-7	0.5	1	i	1	-4
CCN1CCN(c2nc(N)c([N+](=O)[O-])c(Nc3cccc(C)c3)n2)CC1	-13	-10	-14	0.8	6	0.3	9	i	-1	0
N#CC1=C(SCc2ccccc2)NC(=O)C(C#N)C12CCCC2 (stereo not drawn)	3	69*	2	0.4	5	-1.3	2	i	0	-8
COc1cc([N+](=O)[O-])cc(/C=N/NC(=O)C(O)(c2ccccc2)c2ccccc2)c1O	17	-2	-33	3.2	-5	-1.3	10	i	2	-1
CC(=O)CCc1oc2ccc([N+](=O)[O-])cc2c1-c1ccc(C)o1	2	-4	0	0.1	2	-0.9	-3	i	0	-1
O=C(c1cc(Cl)nc2ccccc12)N(Cc1nnc(-c2ccccc2Cl)o1)C1CC1	-7	-9	3	1.1	2	-0.4	-3	i	0	1
CN1CCN(C2CC(=O)N(Cc3ccc(N4CCCC4=O)cc3)C2=O)CC1 (stereo not drawn)	0	-8	0	-0.5	-1	-0.4	1	i	-2	0
Cc1ccc(O)c(C2=Nc3ccccc3N=C(c3ccco3)C2)c1	-3	0	-41	2.8	0	-0.3	-3	i	-3	4
CN(C)c1nc(SCc2ccccc2Cl)nc2c1CCCC2	-10	10	-1	0.7	-3	-1.0	-5	i	2	-6
CCn1nc(NS(=O)(=O)c2ccc(C)cc2)c2cc3ccccc3nc21	-3	-4	-4	1.7	-2	-0.2	3	i	0	-1
CC1=CCC(C(C)(C)NC(=O)c2ccccc2)C/C1=N\O (stereo not drawn)	-2	-3	2	-0.8	12	-0.7	3	i	18	4
Cc1ccc(NC(=O)N2CCCCC2)cc1NC(=O)N1CCCCC1	-2	-4	0	-1.3	8	-0.8	0	i	-1	0
CCN(CC)c1ccc(NC(=O)c2cnn(CC)c2)cc1	0	6	-5	0.2	-25	-0.2	-2	i	-2	-1
Cc1ccc(NC(=O)N2CCC(C(=O)NCC(C)C)CC2)cc1	-2	-10	-3	-1.2	13	0.2	1	i	-1	-1
O=S(=O)(NCCNS(=O)(=O)c1ccccc1)c1ccccc1	0	-5	-1	-3.9	-4	-0.4	3	i	-3	-2
CCOC(=O)c1c(C)c(C(=O)NCCc2ccc(S(N)(=O)=O)cc2)c(C)n1CC	0	-1	1	-3.0	-1	-0.6	-2	i	4	1
CCn1cc(C(=O)NCCO)c(=O)c2cc(F)c(N3CCN(C)CC3)cc21	-10	-10	-3	-2.0	1	-0.6	-2	i	1	-3
COc1cccc(-c2c(C(=O)N/N=C(\C)c3cccs3)nnn2-c2nonc2N)c1	-5	0	-14	-0.9	-9	-0.1	0	i	-2	-1
CCS(=O)(=O)N1CCC(C(=O)NCc2cccs2)CC1	-2	-1	0	-2.2	-1	-1.4	0	i	-4	-2
COc1cc(/C=C2/SC(=S)N(CCC(=O)Nc3ccc(C(=O)O)cc3)C2=O)cc(OC)c1OC	13	68*	-25	14	5	-1.0	-1	i	42*	3
O=C(CSCc1cccc(F)c1)NCc1ccccc1	-8	-4	-1	-1.9	4	0.1	1	i	-1	-5
CCCn1c(C)cc(C(=O)CN2C(=O)c3ccccc3C2=O)c1C	-9	-12	-16	1.0	-11	-0.5	-9	i	1	3
Cc1cccc(NC(=O)CNC(=O)c2cccc(-n3cccc3)c2)c1C	3	73*	34	17	-3	0.2	87*	i	9	32
O=C1C(=O)c2ccccc2C(O)=C1CC=C(Cl)Cl	-1	-16	-30	-0.5	4	-0.3	0	i	3	2
COc1ccc(CNC(=O)Cn2c(=O)n(CC(=O)N3CCCCC3)c(=O)c3sccc32)cc1	-5	-2	1	-0.9	6	-1.0	4	i	-2	-2
O=c1c2ccccc2nc2oc3ccccc3n12	3	0	33	-2.2	28	-0.6	5	i	7	5
O=C(Nc1ccc(F)c(Cl)c1)c1cc(C2CCCCN2C(=O)c2ccc(Cl)cc2)on1 (stereo not drawn)	4	.	0	3.5	21	-0.2	-10	i	-1	-5
O=C(CSc1ncn[nH]1)c1cc2ccccc2o1	6	-5	-16	0.2	25	-0.2	-7	i	0	-3
Cc1c(NS(=O)(=O)N2CCCC2)c(=O)n(-c2ccccc2)n1C	-2	-4	-3	-1.7	5	-1.2	6	i	-1	-3
CC(=O)N1CCN(C(=O)COc2ccc3oc4c(c3c2)CCCC4)CC1	-1	-9	5	-1.1	10	-0.2	1	i	-2	4
O=C(O)Cn1c(COc2ccc(Cl)cc2)nc2ccccc21	-2	-4	2	-1.9	5	-0.4	1	i	3	2
COc1ccc(C)cc1NC(=S)N1CCOCC1	-8	-5	1	-1.0	-27	-0.1	1	i	1	2
CCN(CC)S(=O)(=O)c1ccc(N2CCOCC2)c(NC(=O)c2ccc(F)cc2)c1	-2	-9	1	0.1	-7	0.1	0	i	0	-5
CCOC(=O)C1(C)CCCN(C(=O)c2cccnc2SC)C1 (stereo not drawn)	2	.	0	1.6	-13	-0.3	5	i	-2	5
N#C/C(=C/c1ccc(Sc2nc3ccccc3[nH]2)o1)c1cccc(Br)c1	7	-4	-6	4.5	-39	19*	-8	i	4	-2
Cc1ccc(Cn2ccc(NC(=O)c3cc(-c4ccc5c(c4)OCO5)on3)n2)cc1	15	-6	3	0.2	-6	-0.3	22	i	4	112*
COC(=O)c1cccc(S(=O)(=O)N2CCC(c3nc4ccccc4o3)CC2)c1	-10	-5	0	0.3	3	-0.7	-2	i	3	0
CCOc1ccc(N=Nc2c(C)noc2C)cc1	-6	-2	11	-0.7	12	-1.0	3	i	-2	-5
CC1=C(C(=O)OCC(C)C)C(c2ccc(F)cc2)NC(=O)N1 (stereo not drawn)	-7	0	-5	-0.4	7	-0.9	1	i	2	-6
CC1(C)CC(=O)C=C(NCC(O)c2ccccc2)C1 (stereo not drawn)	-12	8	-3	-0.6	-5	-1.3	-5	i	-2	2
COc1ccc(/C=N/n2cnnc2SCc2ccccc2)cc1	-1	-5	-8	0.1	4	-0.8	-5	i	0	5
CCCCOc1ccc(CN(CCO)CCO)cc1[N+](=O)[O-]	1	3	-6	-0.3	-8	-1.5	5	i	-3	-3
CC(=O)NCCNC(=O)C1Cc2c(-c3cccc(NC(C)=O)c3)ccnc2O1 (stereo not drawn)	3	.	1	-0.7	-5	0.3	5	i	-2	1
Cc1cc(C)nc(Sc2ncnc3c2oc2ccccc23)n1	5	-2	0	0.8	-9	-1.1	-1	i	-4	1
COc1cccc(CN(C)Cc2c(O)ccc3ccccc23)c1	-6	2	-14	1.6	23	-0.3	-8	i	-1	1
Cc1csc2c(=O)sc(NC(=O)c3ccc(F)cc3)nc12	4	0	4	-1.9	8	0.4	8	i	0	2
O=C(CSc1cn[nH]n1)Nc1cccc(C(F)(F)F)c1	1	-5	1	-2.8	4	-0.7	-10	i	-4	1
C=C(C)CSc1nnc(-c2ccc(OC)cc2)n1N	5	-7	2	-0.5	-42	0.3	-1	i	-1	3
CC(O)(c1cccc(F)c1)c1nc(-c2ccoc2)cs1 (stereo not drawn)	-5	.	0	-0.9	-14	0.0	-7	i	-1	10
O=C(O)CSc1nnc(Cc2cccc3ccccc23)n1-c1cc(C(F)(F)F)cc(C(F)(F)F)c1	7	-7	-2	-1.2	-112	-0.1	-6	i	0	4
